FID counter = displaces DNA intercalator in HCV helicase counter-screen; DNA fluorescent intercalator displacement, fluorescence; inhibition, % at 7.9 µM; 290,000 compounds, 0.17% hits; AID 1845; in the data active = inhibition above about 37%;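 note: 0% = vehicle and 100% = reference compound; higher means more ethidium bromide displaced from hairpin DNA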
NS3 helicase inh = blocks Hepatitis C virus NS3 helicase unwinding | 290,000 compounds, 0.56% hits | AID 1800 | NS3 helicase DNA unwinding, Cy5 molecular beacon fluorescence | inhibition, % at 10.9 µM;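 active = inhibition above the mean of all tested compounds plus 3 SD, set per campaign, cut at about 35% in these data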;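 note: 0% = DMSO wells and 100% = thioflavine S control wells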
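Control set: DMSO versus 110 µM thioflavine S; Material: NS3 helicase fragment of HCV; Measured by: Cy5 fluorescence at 0 and 60 min, beacon hairpin quenching; Read-out basis: percent inhibition from t60/t0 fluorescence ratio; Times: reaction time 60 min, 25 °C; Repeats: single replicate; Compound dosing: single dose, 10.9 µM nominal final, DMSO 0.8% final.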
OXTR agonist = activates the human oxytocin receptor. P30559. CHO-OTR cells, Fluo-8 calcium fluorescence; normalized: DMSO 0%, oxytocin 100%. activation, % at 3 µM. 320,000 compounds, 0.32% hits;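 active = activation above the mean of all tested compounds plus 3 SD, cutoff set per screening run, cut at about 20% in these data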;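 note: peak over basal fluorescence ratio from a 100 s FLIPR kinetic read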
VIM-2 inhibitor = blocks Pseudomonas aeruginosa VIM-2 metallo-beta-lactamase | purified VIM-2, nitrocefin hydrolysis, epi-absorbance fluorescence | 290,000 compounds, 0.89% hits | inhibition, % at 5.6 µM | AID 1527;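 active = inhibition above the mean of all tested compounds plus 3 SD, cutoff set per screening run, cut at about 7.5% in these data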;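 note: red hydrolysis product quenches plate fluorescence so inhibitors raise well fluorescence; 0% = enzyme with DMSO and 100% = DMSO without enzyme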
GPR7 antagonist = human neuropeptides B/W receptor 1 antagonism. P48145. AID 1861. 290,000 compounds, 1.1% hits. inhibition, % at 4.4 µM. GPR7-expressing cells, fluorescence antagonist assay; in the data active = inhibition above about 16%, passing the limit was not always enough;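 note: cells stimulated with the agonist NPW; 0% = agonist with vehicle and 100% = vehicle without agonist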
Target sequence (P48145 whole entry, looked up): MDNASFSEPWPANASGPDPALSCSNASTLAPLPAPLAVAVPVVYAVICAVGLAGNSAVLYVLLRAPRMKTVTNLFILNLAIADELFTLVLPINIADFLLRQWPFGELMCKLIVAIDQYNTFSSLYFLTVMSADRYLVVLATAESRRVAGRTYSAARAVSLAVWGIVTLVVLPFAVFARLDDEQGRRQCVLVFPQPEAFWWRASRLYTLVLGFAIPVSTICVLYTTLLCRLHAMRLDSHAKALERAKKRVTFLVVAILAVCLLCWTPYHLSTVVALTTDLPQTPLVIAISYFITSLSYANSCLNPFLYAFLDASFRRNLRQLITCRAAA
PHOSPHO1 block = blocks human PHOSPHO1 phosphatase activity; Q8TCT1; recombinant PHOSPHO1, absorbance phosphatase assay; inhibition, % at 13.3 µM; 290,000 compounds, 1.1% hits; in the data active = inhibition above about 60%
Target sequence (Q8TCT1 whole entry, looked up): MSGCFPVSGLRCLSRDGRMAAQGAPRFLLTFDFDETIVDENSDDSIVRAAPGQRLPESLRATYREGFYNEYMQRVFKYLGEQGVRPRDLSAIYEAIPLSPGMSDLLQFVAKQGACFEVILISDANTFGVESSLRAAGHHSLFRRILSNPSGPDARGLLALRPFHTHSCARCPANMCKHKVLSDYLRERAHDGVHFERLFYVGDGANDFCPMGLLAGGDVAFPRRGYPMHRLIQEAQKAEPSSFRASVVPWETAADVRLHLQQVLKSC
IMP-1 inhibitor = blocks Pseudomonas aeruginosa IMP-1 metallo-beta-lactamase; purified IMP-1, nitrocefin hydrolysis, epi-absorbance fluorescence; inhibition, % at 5.6 µM; 290,000 compounds, 0.45% hits;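 active = inhibition above the mean plus 3 SD of all compounds in the same screening run, cut at about 4.5% in these data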;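 note: 0% = IMP-1 with DMSO and 100% = DMSO wells lacking enzyme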
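assay system = purified recombinant IMP-1 metallo-beta-lactamase enzyme | schedule = 15 min preincubation plus 25 min reaction at 25 °C | signal = Epi-absorbance fluorescence, 480 nm excitation, 530 nm emission | read-out basis = percent inhibition from optical density relative to buffer-blank wells | controls = IMP-1 with DMSO as 0%, enzyme-free DMSO as 100%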
V1R ag counter = V1a receptor agonism, counter-screen for OXTR agonists. P37288. CHO-V1R cells, Fluo-8 calcium fluorescence, agonist mode; 0% DMSO, 100% 3 nM vasopressin. activation, % at 3 µM. 320,000 compounds, 0.25% hits;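 active = activation above the mean activation of all tested compounds plus 3 SD, per screening run, cut at about 20% in these data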;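 note: signal is peak over basal fluorescence ratio across a 100 second FLIPR read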
GalR3 antag = human GalR3 antagonism | AID 651719 | inhibition, % at 3 µM | HEK293 GalR3-CNG cAMP membrane potential fluorescence; galR3 body fused to GalR1 C-terminus | 360,000 compounds, 0.44% hits;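 active = inhibition above the screen-wide average plus 3 SD, cut at about 13% in these data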;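 note: forskolin and galanin both at EC90 stimulate the cells; cAMP rise reported by CNG channel membrane potential dye signal; 0% = forskolin plus galanin with DMSO and 100% = forskolin alone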
Target sequence (O60755 1-299 limits assumed): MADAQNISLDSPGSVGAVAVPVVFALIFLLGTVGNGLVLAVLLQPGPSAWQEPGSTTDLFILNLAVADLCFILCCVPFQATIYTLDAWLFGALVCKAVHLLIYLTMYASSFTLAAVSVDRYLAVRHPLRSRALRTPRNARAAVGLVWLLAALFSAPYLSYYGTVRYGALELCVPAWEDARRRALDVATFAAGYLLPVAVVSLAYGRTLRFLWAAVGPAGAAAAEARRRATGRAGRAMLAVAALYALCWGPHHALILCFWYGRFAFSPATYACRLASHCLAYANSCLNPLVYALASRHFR
Numbers without * were called inactive; nt = no result given; & = joins results of further samples. Random draw from the library; any-hit rate near 4.3%.

Molecule | NS3 helicase inh | PHOSPHO1 block | IMP-1 inhibitor | V1R ag counter | OXTR agonist | GPR7 antagonist | GalR3 antag | VIM-2 inhibitor | FID counter
CC(C)c1ccc2c(c1)c(SC(C)(C)C)c(CC(C)(C)C(=O)O)n2Cc1ccc(Cl)cc1 | 3.1 | 23.7 | 0.4 | 0.1&-0.5 | -0.7&-0.4 | -16.7 | 6.4 | -1.5 | -6.0
Cc1c(NC(=O)NCc2ccccc2)c(=O)n(-c2ccccc2)n1C | -3.4 | -39.0 | -1.9 | -0.2 | 0.3 | -7.5 | -6.6 | -1.3 | 3.0
CSc1ccccc1OCc1cc(C(=O)N2CCN(c3ccccc3)CC2C)no1 (stereo unspecified) | -11.7 | 28.7 | -0.8 | -0.2 | -0.7 | -21.9 | -5.4 | -1.2 | -20.6
COc1ccc(CCC(=O)NC(C)c2ccccc2)cc1OC (stereo unspecified) | 2.5 | 34.0 | -4.0 | -0.7 | -0.1 | 10.2 | -0.7 | -2.8 | -7.0
Cc1cc(Cl)ccc1OCC(=O)N1CC(C)CC(C)C1 (stereo unspecified) | 0.4 | -12.8 | -4.0 | 1.8 | -2.6 | 10.2 | -7.8 | -0.6 | -23.0
O=C(NC(=S)NC1CCS(=O)(=O)C1)c1cccs1 (stereo unspecified) | 0.0 | -8.1 | -2.8 | 2.6 | 0.2 | -11.8 | -2.8 | -0.6 | 3.9
CN(C)c1ccc(NC(=S)NC23CC4CC(CC(C4)C2)C3)cc1 | 9.6 | 16.1 | -14.7 | -0.3 | -1.1 | -10.7 | -8.7 | -3.0 | -12.8
O=C1COc2ccc(S(=O)(=O)NCc3ccccc3)cc2N1 | -2.7 | -26.4 | -0.6 | -0.4 | 0.0 | -5.3 | -7.8 | -0.3 | -2.2
[O-]/C(=C(\C(=S)Nc1cccc2ccccc12)[n+]1ccccc1)c1ccc(Cl)s1 | 10.7 | 5.6 | -1.1 | -0.4 | 0.3 | -11.9 | -2.4 | 1.2 | 0.2
O=C(COc1ccccc1C(=O)NCc1ccncc1)Nc1ccc(Br)cc1 | 1.6 | 13.3 | -3.4 | 8.5 | 1.9 | -0.2 | 0.7 | -4.0 | -8.8
CCOC(=O)C1(CCCc2ccccc2)CCN(C(=O)CCOC)CC1 | 4.8 | 15.2 | -2.6 | 3.7 | 1.1 | -5.3 | 0.9 | -0.8 | -36.9
Cc1cc(Cl)ccc1NNC(=O)c1cccs1 | 13.0 | 5.5 | 2.3 | 0.9 | -0.7 | 22.9* | -2.5 | 2.8 | 2.0
Cc1nc2ccc3nc(NC(=O)c4ccc5c(c4)OCCO5)sc3c2s1 | 12.8 | -3.6 | -5.4 | -1.2 | -0.6 | -14.0 | -0.8 | -5.0 | 5.0
CC1CCCCC1NC(=O)/C(C#N)=C/c1ccc2c(c1)OCCO2 (stereo unspecified) | -0.2 | 16.5 | 0.4 | 1.8 | -1.3 | 14.1 | nt | 1.1 | -17.5
NC(=O)CC(NC(=O)Cc1cccc2ccccc12)c1ccc(N2CCC(N3CCCC3)CC2)c([N+](=O)[O-])c1 (stereo unspecified) | -8.8 | -165.2 | -2.9 | 1.0 | 0.3 | -9.2 | 0.3 | -1.9 | 11.5
Cc1ccc(Cn2c(N3CCCCCC3)nc3c2c(=O)[nH]c(=O)n3C)cc1 | 13.4 | -11.6 | -4.8 | -0.8 | 0.2 | -2.1 | -2.6 | -3.7 | 2.3
COc1ccc(C(C)(C)C)cc1NC(=O)CCNC(=O)c1ccco1 | 1.9 | 19.4 | -3.2 | 0.9 | -0.1 | -10.1 | -9.1 | -0.7 | -23.6
Cc1cccc(SCC(=O)Nc2ccc3c(c2)OCCO3)c1 | -6.6 | 14.2 | -2.8 | 1.0 | -1.6 | -9.8 | 2.2 | -2.6 | -17.0
Cc1ccc(S(=O)(=O)N2CC(=O)Nc3ccccc32)c(C)c1NS(C)(=O)=O | 6.9 | 11.4 | -2.8 | 0.1 | 0.6 | -10.6 | -8.7 | -1.3 | -4.7
CC(C)(C)n1nnnc1C(c1cccs1)N1CCN(Cc2ccc3c(c2)OCO3)CC1 (stereo unspecified) | -15.9 | 7.0 | -4.5 | 0.2 | -0.9 | 7.6 | -2.3 | -0.7 | 3.9

Arranged by the number under IMP-1 inhibitor (high to low): some entries from above
smiles,NS3 helicase inh,PHOSPHO1 block,IMP-1 inhibitor,GPR7 antagonist,GalR3 antag,VIM-2 inhibitor
O=C1COc2ccc(S(=O)(=O)NCc3ccccc3)cc2N1,-2.7,-26.4,-0.6,-5.3,-7.8,-0.3
CSc1ccccc1OCc1cc(C(=O)N2CCN(c3ccccc3)CC2C)no1 (stereo unspecified),-11.7,28.7,-0.8,-21.9,-5.4,-1.2
CCOC(=O)C1(CCCc2ccccc2)CCN(C(=O)CCOC)CC1,4.8,15.2,-2.6,-5.3,0.9,-0.8

(list continues)
Molecule | NS3 helicase inh | PHOSPHO1 block | IMP-1 inhibitor | V1R ag counter | OXTR agonist | GPR7 antagonist | GalR3 antag | VIM-2 inhibitor | FID counter
COc1ccc(NC(=O)c2ccccc2N(Cc2ccccc2)S(C)(=O)=O)cc1OC | -3.4 | 5.7 | -0.9 | 0.1 | 0.3 | -1.3 | 3.7 | -0.7 | -31.6
Cc1onc(-c2c(F)cccc2Cl)c1C(=O)NCc1cccs1 | -3.6 | 8.7 | -3.2 | -0.4 | -0.8 | -2.6 | -6.2 | -3.4 | -0.1
O=C1CCCC(O)=C1N=Nc1ccc(Cl)c(Cl)c1 | 14.3 | 19.9 | -1.1 | 7.5 | 5.4 | -2.4 | -7.2 | 1.8 | 1.8
O=C(CC1C(=O)NCCN1Cc1cccc(F)c1)NCCCCCN1CCOCC1 (stereo unspecified) | -1.0 | 27.6 | -2.5 | 0.2 | 0.7 | -5.2 | -2.7 | -0.8 | -7.1
CC(=O)Oc1ccccc1C(=O)NC(C)CCc1ccccc1 (stereo unspecified) | -1.1 | 31.1 | 1.4 | 0.1 | 0.8 | 2.2 | -4.1 | 2.2 | -11.1
CCOc1cccc(CNCc2cccnc2)c1OCc1ccccc1 | -15.1 | 51.8 | 0.2 | 0.3 | 6.1 | -6.3 | 1.9 | -1.7 | 6.9
COc1ccc(C(=O)NC(C)c2nnc(SCC(=O)NC3CCCC3)n2C)cc1 (stereo unspecified) | 13.0 | 44.9 | -3.2 | 0.4 | 0.0 | -6.4 | -7.9 | -5.2 | -13.6
CCN(CC(=O)NCc1cccs1)c1ccc(S(=O)(=O)N2CCN(C)CC2)cn1 | -1.0 | 16.2 | -2.1 | 0.1 | 0.8 | -12.2 | 3.1 | -1.2 | -4.9
O=C(C1CCCO1)N1CCN(C(=S)Nc2ccccc2F)CC1 (stereo unspecified) | -1.1 | -5.1 | -1.9 | 0.3 | 0.2 | -9.5 | -3.8 | -4.3 | -1.2
COc1ccccc1N1CCN(/N=C/c2ccc(OC)c(OC)c2OC)CC1 | 8.3 | 41.8 | -1.0 | -0.6 | -1.5 | -21.8 | 3.2 | -0.4 | -27.8
Cc1cc(Br)cc(Cl)c1OCC(=O)NC(=O)NCc1ccccc1 | 4.8 | -6.2 | -2.4 | -0.4 | -0.9 | -5.9 | -3.3 | -2.0 | -1.1
Cn1nccc1C(=O)Nc1sc2c(c1C(N)=O)CCCC2 | -3.5 | 6.1 | -1.5 | -1.9 | 10.9 | 0.5 | -0.6 | -2.7 | -5.0
COc1cccc(CCNC(=O)C2CCC(=O)N(C3CC3)C2)c1OC (stereo unspecified) | -6.8 | 36.0 | -1.0 | nt | nt | -5.1 | -1.2 | -2.5 | -4.5
COc1ccc(N=C2SCC(=O)N2CCc2ccc(OC)c(OC)c2)cc1 | -1.3 | 12.3 | -3.8 | 1.6 | 0.9 | 5.6 | -0.3 | -2.1 | -3.2
CCCCS(=O)(=O)N1CCCC(C(=O)N2CCOCC2)C1 (stereo unspecified) | 7.0 | nt | -0.9 | -0.4 | 1.4 | -13.6 | -12.0 | -1.2 | -13.6
CC(C)Nc1nc(NC(C)C)nc(NS(=O)(=O)c2ccc(N)cc2)n1 | -6.2 | -19.2 | 1.8 | -0.8 | 1.0 | -5.3 | -0.2 | -1.8 | -12.6
CCOC(=O)Nc1ccc2c(COC(=O)CNS(=O)(=O)c3cccc(Br)c3)cc(=O)oc2c1 | 3.0 | -18.5 | 1.6 | 0.6 | 1.4 | -3.2 | 3.8 | 1.6 | 1.3
CCCN(C(=O)COc1ccc(Cl)cc1Cl)c1c(N)n(Cc2ccccc2)c(=O)[nH]c1=O | 18.1 | 32.2 | -2.4 | 0.3 | 0.1 | -13.1 | 4.0 | -1.8 | -5.0
Cc1oc(-c2ccccc2F)nc1CS(=O)CC(=O)NCc1cccs1 (stereo unspecified) | 0.5 | 5.1 | 0.5 | 1.0 | -1.3 | 0.5 | nt | 1.1 | -17.8
NC(=O)CS(=O)(=O)c1nc2ccccc2n1Cc1ccccn1 | 4.0 | -18.8 | -3.2 | 1.9 | 1.4 | -17.5 | -4.5 | 7.4 | 4.2
O=C1CC(c2ccccc2)CC(O)=C1C=NCc1ccccc1Cl (stereo unspecified) | -1.3 | 35.4 | -3.2 | 2.1 | 1.5 | 10.0 | -1.4 | 0.1 | -18.2
O=C(O)c1ccccc1N/C=C\[N+](=O)[O-] | -7.0 | -4.6 | -1.6 | 0.3 | 0.4 | -3.4 | -5.8 | -1.4 | -0.6
CN(C)c1ccnc(SCc2ccccc2Cl)c1C#N | -5.4 | -3.5 | -1.0 | 1.1 | 5.0 | -6.3 | -2.1 | -1.2 | -1.9
O=C(NC(=S)NCc1ccc2c(c1)OCO2)c1ccccc1 | -10.3 | -6.8 | -3.4 | -0.4 | -2.4 | -6.7 | -1.5 | -3.7 | -6.0
COc1c(OC2OC(C(=O)O)C(O)C(O)C2O)cc(O)c2c(=O)cc(-c3ccccc3)oc12 (stereo unspecified) | 2.2 | 13.3 | -0.3 | 0.6 | 2.0 | -2.1 | -5.4 | 0.9 | -13.7
NS(=O)(=O)c1ccc(CCNC(=O)c2cc(=O)[nH]c3ccccc23)cc1 | 4.5 | 28.0 | -1.1 | 0.7 | 0.5 | 7.5 | -7.4 | -0.1 | -2.0
COC(=O)C1=CN(C)C=C(C(=O)OC)C1c1ccccc1Cl | 1.6 | -5.8 | -1.0 | 0.3 | -1.9 | -8.4 | -7.0 | -0.5 | -6.3
Cc1ccc(C)c(C(=O)CN2C(=O)NC3(CCC(C)CC3)C2=O)c1 (stereo unspecified) | -1.3 | 6.6 | 1.2 | -2.2 | -3.1 | -0.8 | -1.7 | -0.7 | -2.1
Cc1ccc(C(=O)NNC(=O)CCn2nnc3ccccc32)cc1 | 5.9 | 12.9 | -0.2 | -0.2 | -1.1 | -7.5 | -3.1 | -0.4 | 0.2
CC1(C)CC(=O)C(C=Nc2cccnc2/N=C/C2=C(O)CC(C)(C)CC2=O)=C(O)C1 | -20.2 | 48.9 | 2.9 | 5.1 | 2.9 | 3.2 | -1.2 | 1.7 | 4.0
CCN(CC)CCCNC(=S)N1CCN(c2nc(-c3ccccc3)cs2)CC1 | -42.2 | 29.0 | -2.7 | 2.9 | 8.9 | 12.6 | -4.9 | 0.0 | 20.7
